# High-throughput results from PubChem BioAssay.
# ERK EGF inh – EGF-driven ERK pathway inhibition | Potency, µM (doses to about 11.5 µM), without a hit: at the top dose activity change, negative = inhibition, hits mostly inhibitors | hit rate 0.41% among 130,000 | AID 1454 | HEK293-V1b, EGF-stimulated phospho-ERK AlphaScreen; active means well fitted inhibition curve with a large enough effect; inconclusive means small, poorly fitted or top-dose-only effect, or effect the other way;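 further: plate controls were stimulated vehicle wells for no effect and unstimulated vehicle basal for full effect; nearly all actives have a fitted effect of over 55% in size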
#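 Stably V1b-transfected HEK293 cells; 30 min compound, then EGF 25 nM final for 5 min at 37C; 10 min lysis; phospho-ERK by AlphaScreen after 5 hr beads at room temperature.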
# An asterisk follows results filed as active; ? = inconclusive; [ ] = another dose, or the depositor's remark. Potency means the concentration at half of the fitted maximal effect.
# The opening six compounds as a preview:
ERK EGF inh	Compound
4%	COC(=O)c1c(OC)cc2c(c1C)Oc1c(Cl)c(OC(C)=O)c(Cl)c(C)c1C(=O)O2
-7%	Cc1ccccc1Nc1nc(N)nc(COC(=O)c2ccc(O)cc2)n1
-12%[57.5 µM]	Cc1cccc(NC(=S)N(Cc2ccc(Cl)cc2)Cc2ccc(C(=O)O)cc2)c1
32%	COc1ccc2nc(NC(=O)c3ccc(-c4cccc([N+](=O)[O-])c4)o3)sc2c1
-4%	Cc1ccc(NC(=O)CSc2nnc(-c3ccncc3)n2C)cc1S(=O)(=O)N1CCOCC1
-8%	Cc1cc(C)c(N(CC(=O)NC(C)(C)C)C(=O)CNC(=O)c2cccs2)c(C)c1

# All compounds of this part, from the first entry:
ERK EGF inh	Compound
4%	COC(=O)c1c(OC)cc2c(c1C)Oc1c(Cl)c(OC(C)=O)c(Cl)c(C)c1C(=O)O2
-7%	Cc1ccccc1Nc1nc(N)nc(COC(=O)c2ccc(O)cc2)n1
-12%[57.5 µM]	Cc1cccc(NC(=S)N(Cc2ccc(Cl)cc2)Cc2ccc(C(=O)O)cc2)c1
32%	COc1ccc2nc(NC(=O)c3ccc(-c4cccc([N+](=O)[O-])c4)o3)sc2c1
-4%	Cc1ccc(NC(=O)CSc2nnc(-c3ccncc3)n2C)cc1S(=O)(=O)N1CCOCC1
-8%	Cc1cc(C)c(N(CC(=O)NC(C)(C)C)C(=O)CNC(=O)c2cccs2)c(C)c1
-5%[57.5 µM]	CCOC(=O)CNC(=O)CNC(=O)c1ccc(OC(C)C)cc1
-3%	Cc1c(CC(C)(C)C(=O)O)n(Cc2ccc(Cl)cc2)c2ccc(F)cc12
-1%	COC(=O)c1ccc(NC(=O)C(=O)c2cccn2C)cc1
-19%[57.5 µM]	C/C=C/C=C\C(=O)Nc1cccc(C2=NOC3(C2)C[C@@H](C(N)=O)N(C(=O)/C(C)=C/C)C3)c1 (stereo partly drawn)
-5%	Fc1ccc(-n2c(-c3cccs3)nc3nc4ccccc4nc32)cc1
-8%	CCOc1[nH]n(-c2ccccc2)c(=O)c1C=Nc1ccc(C)cc1
-3%	CC(C)(C)C1CCc2c(sc(NC(=O)c3ccco3)c2C(N)=O)C1 (stereo not drawn)
-4%	O=C(NCCc1ccccc1)C(=O)NCC1OCCN1S(=O)(=O)c1ccc([N+](=O)[O-])cc1 (stereo not drawn)
-3%	COC(=O)c1ccc(Cl)c(NC(=O)c2cccc([N+](=O)[O-])c2C)c1
2%	COc1ccc(CCN(Cc2cccs2)S(=O)(=O)c2ccc(S(=O)(=O)N3CCC(C)CC3)cc2)cc1OC
9%	COc1cc(OC)c2c(c1)C(=O)OC2
11%	Cc1ccc(S(=O)(=O)N2CCCC(C(=O)NNCC(=O)Nc3cc(F)ccc3F)C2)cc1 (stereo not drawn)
-3%	O=C(NCCc1ccccc1)/C(=C/c1ccco1)c1ccccc1
-8%	COc1c2ccoc2nc2c(OC)c(O[C@@H]3O[C@H](C)[C@@H](O)[C@@H](O)[C@H]3O)ccc12
-10%	CC1=CC(C2CC(=O)N(c3ccc(C)cc3)C2=O)CC2C(=O)N(c3ccc(C)cc3)C(=O)C12 (stereo not drawn)
2%	Cc1ccc(NC(=O)CN(C)C(=O)CCC(=O)c2cccs2)cc1
-11%	CCC(C)NC(=O)c1ccccc1SC (stereo not drawn)
-4%	CCCOc1cccc(C(=O)NC(=S)Nc2cccc(NC(=O)c3ccccc3Cl)c2)c1
-12%[57.5 µM]	CCOC(=O)c1ccc(NC(=O)c2nc[nH]c2C(=O)N[C@H](C)c2ccccc2)cc1
2%	COc1cc(C(=O)Nc2ccc(C(=O)O)cc2)ccc1OC(C)=O
2%	O=C(CCCN1C(=O)c2ccccc2C1=O)Nc1cccnc1
3%	Cc1ccccc1OCC(=O)NNC(=O)CN1C(=O)c2ccccc2C1=O
-10%	Cc1cc(C(=O)COc2cccnc2[N+](=O)[O-])c(C)n1Cc1ccco1
7%	COC(CNC(=O)C1CCCCC1C(=O)O)OC (stereo not drawn)

# Part of the list above in order of length of the SMILES, falling:
ERK EGF inh	Compound
-19%[57.5 µM]	C/C=C/C=C\C(=O)Nc1cccc(C2=NOC3(C2)C[C@@H](C(N)=O)N(C(=O)/C(C)=C/C)C3)c1 (stereo partly drawn)
-4%	O=C(NCCc1ccccc1)C(=O)NCC1OCCN1S(=O)(=O)c1ccc([N+](=O)[O-])cc1 (stereo not drawn)
11%	Cc1ccc(S(=O)(=O)N2CCCC(C(=O)NNCC(=O)Nc3cc(F)ccc3F)C2)cc1 (stereo not drawn)
32%	COc1ccc2nc(NC(=O)c3ccc(-c4cccc([N+](=O)[O-])c4)o3)sc2c1
2%	COc1cc(C(=O)Nc2ccc(C(=O)O)cc2)ccc1OC(C)=O

# The listing continues:
ERK EGF inh	Compound
-5%	CNC(=O)C(C)c1ncc(C(F)(F)F)cc1Cl (stereo not drawn)
0%	c1ccc(CSc2ccc(-c3ccccn3)nn2)nc1
?	Fc1cccc(NC(=S)NNc2c3ccccc3nc3ccccc23)c1
0%	COc1cc2c(cc1NC(=O)c1cc(-c3ccncc3)nc3ccccc13)oc1ccccc12
8%	CC1CC1C(=O)NCCc1ccc(Cl)cc1 (stereo not drawn)
-8%	Cc1ccccc1C(=O)NCC(=O)Nc1ccccc1C(F)(F)F
-2%[57.5 µM]	COc1ccc(CN2C(=O)Cc3c2nc(N)c2c(N)nc(N4CCOCC4)c(C#N)c32)cc1
0%	CNC(=O)COC(=O)c1ccc(NS(=O)(=O)c2ccc3c(c2)OCCO3)cc1
3%	N#Cc1ccc(N2C(=O)[C@@H]3C(C(=O)C(c4ccccc4)c4ccccc4)=NN[C@@H]3C2=O)cc1
-6%	O=C(NCCc1cccs1)c1ccc(Cl)c(Cl)c1
-5%[57.5 µM]	O=C(/C=C/c1ccccc1)NC(=O)c1ccccc1O
-1%[57.5 µM]	Cc1ccc(-c2n[nH]c(=O)c3ccccc23)cc1S(=O)(=O)Nc1ccc(F)cc1
5%	CCn1c(C)nc2cc(C(=O)NNC(=O)CCC3CCCC3)ccc21
6%[57.5 µM]	O=C(NCCc1c[nH]c2ccccc12)/C(=C\c1cccnc1)NC(=O)c1ccccc1F
-13%	Cc1cc(=O)[nH]c(SCC(=O)N(CCC#N)c2ccccc2)c1C#N
-4%	Cc1ccc(S(=O)(=O)N2CCCC2)cc1[N+](=O)[O-]
4%	FC(F)(F)c1cccc(N2CCN(C(=S)NCC3CCCO3)CC2)c1 (stereo not drawn)
-11%	Cc1ccccc1SCC(=O)Nc1ccc(N2CCOCC2)cc1
-5%	COc1ccc(C(NC(=O)/C=C/c2ccco2)c2ccc(OC)cc2)cc1
-5%	Cc1ccc(NC(=O)CN(C)C(=O)/C=C/c2cccc(F)c2)cc1
1%	O=S(=O)(Cc1cc(-c2ccccc2)no1)c1ccccc1
2%[57.5 µM]	O=C(O)CSCC(=O)Nc1ccccn1
-12%[57.5 µM]	N#CNC(=Nc1cccc(Cl)c1)Oc1ccccc1
12%	CCN(CC)S(=O)(=O)c1cc(NC(=O)C(C)OC(=O)c2[nH]c(C)c(C(C)=O)c2C)ccc1C (stereo not drawn)
4%	CC(=O)C(C)Oc1ccc(Cc2ncc(C(F)(F)F)cc2Cl)cc1 (stereo not drawn)
2%	COc1ccc(NS(=O)(=O)c2cccc(NC(=O)c3cnccn3)c2)cc1Br
3%	COc1ccc(CCNC(=O)c2cc(=O)n(C)c(=O)n2C)cc1OC
-13%[57.5 µM]	Cc1nc2ccc(NC(=O)NC(=O)c3c(Cl)cccc3Cl)cc2o1
-4%	OC(CCN1CCC2(CC1)OCCO2)C(F)(F)F (stereo not drawn)
-3%	Cc1cc(C(=O)N2CCCC(C(=O)c3cc(F)ccc3F)C2)c(C)o1 (stereo not drawn)
-5%	Cc1c(Cl)cccc1NC(=S)NCC(C)C
-3%	COc1ccc(Cl)cc1N/C(N)=N/c1nc(C)cc(C)n1
-3%	COc1cccc(OC)c1C(=O)NNC(=O)c1ccccc1-n1cccc1
-6%	COc1cc(NS(=O)(=O)c2ccc(NC(=S)NC(=O)COc3ccccc3OC)cc2)nc(OC)n1
-7%	C=C(C)CNC(=S)N/N=C/c1ccc(NC(C)=O)cc1
9%	O=C(COc1ccc(C(=O)c2ccc(F)cc2)cc1)NCc1ccc(F)cc1
6%	COc1ccc(NC(=O)N2CCCC3(CCN(C(=O)c4cnccn4)CC3)C2)cc1
-2%	Cc1ccc(NC(=O)CN2C(=O)S/C(=C\c3cccn3-c3cccc(C(=O)O)c3)C2=O)cc1C
3%	Cc1ccc(S(=O)(=O)CCC(=O)OCc2ccc(S(=O)(=O)C(C)C)cc2)cc1
0%[57.5 µM]	Cn1c(=O)[nH]c(=O)c2c1nc1n2CC(COc2ccc3ccccc3c2)O1 (stereo not drawn)
-3%	Fc1ccc(-c2csc3[n+]2CCS3)cc1
-9%[57.5 µM]	O=c1c(-c2ccco2)[n+]([O-])c2ccccc2n1OCc1c(F)cccc1F
-2%	O=C(Nc1nccs1)c1ccc(-c2ccc([N+](=O)[O-])cc2)o1
-2%	O=C(NCc1ccccc1)Nc1cccn(Cc2ccc(Cl)cc2)c1=O
-6%[57.5 µM]	C/C(=N\NC(=S)Nc1c(C)cccc1C)c1ccc(O)cc1
-9%	CCn1nnc2c(=O)oc3ccccc3c21
8%	CN(C)N1C(N)=C(C#N)C(c2cccnc2)C2=C1CCCC2=O (stereo not drawn)
15%	O=C(Nc1cccc(-c2cc3ccccc3oc2=O)c1)c1ccc(Br)o1
-10%	COc1ccc(-c2cc(C3CC3)nc(SCC(=O)c3cccs3)c2C#N)cc1
-5%[57.5 µM]	CC1Oc2ccccc2C=C1/C=N/NC(=O)[C@@H](C)NC(=O)OC(C)(C)C (stereo partly drawn)
-4%	O=C(c1cc([N+](=O)[O-])ccc1N1CCCC1)N1CCCC1
-7%	Cc1c(Cl)cccc1NC(=O)CSc1nc2c(c(=O)[nH]1)CCCC2
-9%[57.5 µM]	O=C(N/N=C/C(Cl)=C\c1ccccc1)c1cccs1
1%	COc1cccc(CC2(CO)CCCN(Cc3ccc4c(c3)OCCO4)C2)c1 (stereo not drawn)
-4%	Cc1cc(=O)n2c(C(=O)Nc3ccc(C)c(C)c3)c(C(=O)Nc3ccccc3)sc2n1
5%[57.5 µM]	COc1ccc2c(c1)C(=O)CC(c1ccccc1F)O2 (stereo not drawn)
-3%	O=C(CN1CCCCCC1)NCCN1C(=O)S/C(=C\c2ccccc2Cl)C1=O
-10%	CCS(=O)(=O)c1nc2ccccc2n1Cc1ccccn1
-6%	CC(=O)c1ccc(NC(=S)NC(C)c2ccc(Cl)cc2Cl)cc1 (stereo not drawn)
-4%	O=c1cc(-c2ccc([N+](=O)[O-])cc2)nc2cc(-c3ccc(Cl)cc3)[nH]n12

# Next section:
ERK EGF inh	Compound
?	O=C(CSc1ccc(-c2ccncc2)nn1)N1CCCC1
0%	O=C(COc1ccc(Cl)cc1)NCc1cn2cc(Cl)ccc2n1
-2%	CC(C)Sc1nc2ccc(N3C(=O)C4CCCCC4C3=O)cc2s1 (stereo not drawn)
9%	CCSc1nnc(Cn2c(=O)sc3ccccc32)n1C
-2%	CC(C)C(C)NC(=O)COc1ccc(OCc2ccccc2)cc1 (stereo not drawn)
-13%[57.5 µM]	CCOC(=O)N1CCN(Cc2nc(Cc3cccc(C(F)(F)F)c3)no2)CC1
2%	Cc1ccc(C2=C(c3ccc([N+](=O)[O-])cc3)C(=O)OC2)cc1C
-16%	COC(=O)C1CCN(Cc2ccc(OCCCN3CCN(c4ccc([N+](=O)[O-])cc4)CC3)cc2)CC1
3%	O=C(NCc1ccccc1)NC(O)C(Cl)(Cl)Cl (stereo not drawn)
-10%[57.5 µM]	O=C(/C=C/c1cccs1)N1CCC2(CC1)Oc1ccc(F)cc1C(=O)C21CC(c2ccc(Cl)cc2)=NO1 (stereo not drawn)
3%	CCCC/C(O)=N\S(=O)(=O)c1ccc(N=NN(C)C)cc1
-1%	COCCOC(=O)c1c(NC(=O)CSc2cccc[n+]2[O-])sc(C(N)=O)c1C
-3%	CNC(=S)NCCc1ccc(OC)cc1
5%	CNS(=O)(=O)c1ccc(C(C)(C)C)cc1
-4%	O=C(O)c1cccc(N/N=C/c2cccnc2)c1
-3%	CCCCNC(=O)Cn1c(=O)n(C)c2ccccc21
-8%[57.5 µM]	S=C(Nc1ccccc1)N1CCC(C2CCN(C(=S)Nc3ccccc3)CC2)CC1
4%[57.5 µM]	O=C(CN1C(=O)NC2(CCCC2)C1=O)Nc1ccccc1-c1ccccc1
-8%	O=C(COC(=O)CNS(=O)(=O)c1c(Cl)cccc1Cl)Nc1cccnc1Cl
2%	COc1ccc(Cc2noc(CN(C)C3CC(C)(C)NC(C)(C)C3)n2)cc1OC
-3%	N#C/C(=C\c1cccs1)C(=O)NCc1ccco1
-8%	COc1c(C)cc(C(=O)C2CCCN(S(=O)(=O)c3c(C)noc3C)C2)cc1C (stereo not drawn)
-4%[57.5 µM]	CN(C)C=Nc1ccc(Cl)c(Cl)c1
5%	CCN(CC)c1ccc(C2NCC(c3ccc([N+](=O)[O-])cc3)O2)cc1 (stereo not drawn)
1%	O=C(c1ccc(Cl)cc1)c1c[nH]cc1-c1ccccc1
-6%	COc1ccc(CN(C)CC(=O)NC(=O)NCc2ccccc2)c(OC)c1
?	COc1ccc(-n2nc([N+](=O)[O-])c(=NCCc3cccc(C)c3)n2O)cc1
-11%	CC(C)CC1c2[nH]c3ccccc3c2CCN1C(=O)c1cnccn1 (stereo not drawn)
-3%	Cc1ccc2c(CC(=O)OCc3csc(C)n3)coc2c1
-2%	O=C(O)CSc1c2c(nc3cc(C(=O)N4CCCC4)ccc13)CCCC2
14%[57.5 µM]	Cc1cc(-c2nc3cccnc3s2)ccc1NS(=O)(=O)c1cccs1
-3%[57.5 µM]	Cc1cccc(NC(=O)CSc2nnc(CCNC(=O)OC(C)(C)C)o2)c1C
0%[57.5 µM]	Cc1sc2nc(CN3CCOCC3)nc(Oc3ccc(NC(=O)c4ccco4)cc3)c2c1C

# Some of the compounds tested; the hit share may differ from the screen's.
